Source: PubChem (Small Molecule Screening Facility, UW Madison)
RMI FANCM FP: disruptors of RMI1/RMI2 association with MM2 peptide – biochemical, fluorescence polarization, human, primary screen | RMI core complex (RMI1/RMI2) binding to FANCM MM2 peptide, human | RMI core complex with F-MM2 peptide; hits give low values | FP signal (polarization) at 33 µM | 70,000 tested, 0.58% active; in the data active means FP signal below about 40; further: inactives centre near 61; strong numbers were not always called active; unit not given here
The depositor's hits bear a star; & = joins results of further samples. This is a subset; the hit share may differ from the screen's.

canonical_smiles | RMI FANCM FP
CC(=O)N1CCc2ccc(NS(=O)(=O)c3cccs3)cc2C1 | 66
N#C/C(=C\c1cccs1)c1ccc(NC(=O)c2ccc(Cl)cc2)cc1 | 78
O=c1c2nc(N3CCOCC3)sc2c(-c2ccco2)nn1Cc1ccc(C(F)(F)F)cc1 | 74
O=C(NCc1cccs1)C(=O)NCC1CCN(Cc2ccco2)CC1 | 70
CCCN1CCCc2cc(CCNC(=O)C(=O)Nc3ccc(C(F)(F)F)cc3)ccc21 | 73
N#CCOc1nc(-c2ccccc2)cc(-c2ccco2)c1C#N | 49
CC(C)(C)c1cc2nc(N)nc(N)n2n1 | 53
CC(=O)O[C@H]1CC[C@@]2(C)C(C[C@H](OC(C)=O)[C@@]3(C)C4=CC(=O)OC(c5ccoc5)[C@]4(C)CCC23)C1(C)C (some centres not stated) | 55
CCSc1ccccc1C(=O)Nc1nc(-c2cc(OC)ccc2OC)cs1 | 55
O=C(CCn1c(=O)sc2ccccc21)Nc1cc(Cl)ccc1Cl | 73
C=CCN1C(=O)SC(CC(=O)Nc2ccc(C(=O)OCC)cc2)C1=O (configuration not stated) | 53
COc1ccccc1N1CCN(CCCCNC(=O)c2ccc3ccccc3c2)CC1 | 59&65
Cc1ccc2cccc(N)c2n1 | 55
CC(=O)OC[C@H]1OC=C[C@@H](OC(C)=O)[C@@H]1OC(C)=O | 55
CCN(C1CCCCC1)S(=O)(=O)c1ccc(C(=O)Nc2ccccc2Cl)cc1 | 60
O=C(N/N=C/c1ccco1)c1cc([N+](=O)[O-])cc([N+](=O)[O-])c1 | 60
O=C(Oc1coc(CSc2ncccn2)cc1=O)C(c1ccccc1)c1ccccc1 | 56
CS(=O)(=O)c1ccc(NC(=O)C2CCCN2S(C)(=O)=O)cc1 (configuration not stated) | 68
O=C(NCCCn1nc(-c2ccncc2)ccc1=O)c1cc2ccccc2oc1=O | 63
CC(=O)Nc1ccc(NC(=O)c2c[nH]c3ccccc3c2=O)cc1 | 59
Cc1cc(C)c2nc(N(CCn3cccn3)C(=O)c3cccs3)sc2c1 | 61
CC(C)(C)C(=O)NNc1ncnc2sccc12 | 54
OCCN1CCN(c2cc(C(F)(F)F)nc3ccccc23)CC1 | 54
CN1C(=O)CCc2cc(NS(=O)(=O)C3CCCCC3)ccc21 | 58
COc1ccc(Nc2nc(N)c([N+](=O)[O-])c(NCc3ccccc3)n2)cc1 | 52
CN1C(=O)CCc2cc(NS(=O)(=O)CBr)ccc21 | 59
COc1ccc(S(=O)(=O)N2CCn3cccc3C2c2ccc(Cl)cc2Cl)cc1 (configuration not stated) | 62
O=C(CSc1nc(C(F)(F)F)cc(=O)[nH]1)NCc1ccccc1 | 52
COc1cccc(-c2nnc(NC(=O)c3ccc4ccccc4c3)o2)c1 | 67
Cc1ccc2c(CC(=O)NCCCN3CCCC3=O)cc(=O)oc2c1 | 64

Five entries from above, ordered by SMILES length, smallest number first.
canonical_smiles | RMI FANCM FP
OCCN1CCN(c2cc(C(F)(F)F)nc3ccccc23)CC1 | 54
Cc1ccc2c(CC(=O)NCCCN3CCCC3=O)cc(=O)oc2c1 | 64
CCSc1ccccc1C(=O)Nc1nc(-c2cc(OC)ccc2OC)cs1 | 55
Cc1cc(C)c2nc(N(CCn3cccn3)C(=O)c3cccs3)sc2c1 | 61
O=C(N/N=C/c1ccco1)c1cc([N+](=O)[O-])cc([N+](=O)[O-])c1 | 60

Following part
canonical_smiles | RMI FANCM FP
Cc1cc(C)nc(NS(=O)(=O)c2ccc(NC(=O)c3nccnc3C(=O)O)cc2)n1 | 57&55
Cc1ccc(SCC(=O)Nc2nc3cc(C)cc(C)c3s2)cc1 | 54
CCS(=O)(=O)N1CCCc2cc(NS(=O)(=O)c3ccc(OC)c(Cl)c3)ccc21 | 69
CC(C)S(=O)(=O)c1c(SCC#N)sc(C#N)c1N | 60
CCOc1ccc(-c2ccc(N3CCN(C(=O)C4CCCO4)CC3)nn2)cc1 (configuration not stated) | 72
NC(=O)CN1CCN(Cc2nc3ccccc3n2Cc2ccccc2)CC1 | 60
Clc1ccc(Oc2ncnc3sc4c(c23)CCCC4)cc1 | 54
CCc1ccc(S(=O)(=O)NC(=S)NC2CCCCC2)cc1 | 61
CCOc1ccc(S(=O)(=O)Nc2ccc3c(c2)OCC(C)(C)C(=O)N3)cc1F | 65
C=CCn1c(=O)c2c3c(sc2n2c(Nc4ccccc4)nnc12)CCCC3 | 62
Cc1cccn2c(=O)c3cc(C(=O)Nc4cccc5ccccc45)n(C)c3nc12 | 58
CCOc1cn(C)c(C(=O)NCc2ccccc2)cc1=O | 63
C/C(=N/O)c1csc(-c2ccno2)n1 | 49
Cc1cc(NC(=O)CSc2ccc(NC(=O)c3ccco3)nn2)no1 | 80
CSc1nc2nccc(N)n2n1 | 65
O=C(CCSc1ccc(F)cc1)Nc1ccccc1-c1nc2ccccc2s1 | 58
Cc1ccc2cccc(Oc3ncnc4scc(-c5ccc(F)cc5)c34)c2n1 | 81
CCOc1ccccc1NC(=O)CSc1nc2c(-c3ccccc3)csc2c(=O)n1C | 82
COc1ccc(CCNC[C@@H](O)c2ccc(O)cc2)cc1OC | 55
O=c1cc(CN2CCN(Cc3ccccc3)CC2)occ1OCc1c(F)cccc1Cl | 56
O=C(Cc1cccs1)Nc1nc(-c2cccnc2)cs1 | 87
O=C(/C=C/c1ccccc1)NCCn1ncc2c(NCCc3ccccc3)ncnc21 | 62
COc1ccc(C)cc1NC(=O)C(=O)NCC(=O)N1CCOC(c2ccccc2)C1 (configuration not stated) | 73
CC(C)n1c(Sc2ncc([N+](=O)[O-])s2)nc2cc(C(F)(F)F)ccc21 | 53
CSCCn1c(=NC(=O)Cc2ccc(C)c(C)c2)sc2cc3c(cc21)OCCO3 | 78
O=S(=O)(c1ccc2ccccc2c1)N1CCN(c2ccc3nnc(C4CC4)n3n2)CC1 | 69
CCOc1ccc(NC(=O)CSc2nc(CC)c3c(c2C#N)CCCC3)cc1 | 65
COc1ccc(C(F)(F)F)cc1NC(=O)C1CCCN(c2ccc(-c3ccco3)nn2)C1 (configuration not stated) | 57
O=S(=O)(Nc1ccc2c(c1)CN(S(=O)(=O)c1ccccc1)CC2)c1ccc2c(c1)OCCO2 | 71
O=C(c1ccco1)N1CCc2ccc(NC(=O)C3(c4ccccc4)CCOCC3)cc21 | 67
COC(=O)c1sccc1-c1ccc(/C(C)=N\NC(N)=O)o1 | 57
CCCCNC(=O)Cc1csc(NC(=O)OC)n1 | 74
Cc1ccc(-c2csc3ncnc(Sc4ccc(Cl)cc4)c23)cc1 | 85
Cn1cccc1C(CNC(=O)c1ccc(C(F)(F)F)cc1)N1CCCC1 (configuration not stated) | 82
CCOC(=O)/C(=N\O)C1=NN=C(N)SC1 | 61
CCC(=O)N1CCN(c2nc3c(C)c(C)ccc3s2)CC1 | 62
O=C(c1ccccc1)c1cccnc1C(=O)O | 65
CC(C)(O)C#Cc1ccc(/C=N\OC(=O)c2ccc(Cl)cc2)cc1 | 48
COc1ccc2sc(Nc3nc4ccc5sc(C)nc5c4s3)nc2c1 | 96
NC1=Nc2cccc3cccc(c23)N1 | 48
O=C(NCc1ccc2c(c1)OCO2)c1sccc1Br | 64
CCOC(=O)N1CCN(C(c2ccncc2)c2c(O)cc(C)n(CCOC)c2=O)CC1 (configuration not stated) | 56
COc1ccc(-c2csc(-c3nnn(-c4ccc(C)c(C)c4)c3C)n2)cc1OC | 66
N#Cc1c(-c2ccco2)c2c([nH]c1=O)-c1ccccc1OC2 | -3*
CC(C)CCN1C(=O)C(C)(C)COc2ccc(NC(=O)c3ccc(F)cc3)cc21 | 75
Cc1cc(F)ccc1S(=O)(=O)Nc1ccc2c(c1)CCC(=O)N2 | 55
CCOC(=O)N1CCN(c2c([N+](=O)[O-])c(=O)n(-c3ccccc3)c3ccccc23)CC1 | 64
O=C(NC(=O)C(F)(F)F)N1CCCc2ccccc21 | 62
COc1ccc2nc(-c3ccc(C)c(NS(=O)(=O)c4ccc(C)s4)c3)cn2n1 | 71
CCOc1cccc2sc(N(CCN(C)C)C(=O)/C=C/c3cccs3)nc12 | 89
O=C(O)C1=CCNCC1 | 52&64
Cc1cc(Nc2ccccc2)nc(Nc2ccc(NC(=O)c3ccc4ccccc4c3)cc2)n1 | 77
COc1cc(CCC(C)=O)ccc1OC(=O)c1c(F)cccc1Cl | 51
CCS(=O)(=O)Nc1ccc(S(=O)(=O)Nc2nc(C)cc(C)n2)cc1 | 57
Brc1ccc2nc(NCc3ccccn3)sc2c1 | 69
COc1cc(/C=N\NC(=O)c2ccccc2O)cc(Br)c1O | 62
CCOC(=O)c1csc(NC(=O)c2cc(C)nn2C)n1 | 65
O=C(Nc1ccc2c(c1)CCCN2S(=O)(=O)c1cccs1)c1cc(Cl)ccc1[N+](=O)[O-] | 60
CC(=O)NC1C(OC(=O)CCn2c(=O)oc3ccccc32)OC(COC(C)=O)C(OC(C)=O)C1OC(C)=O (configuration not stated) | 59
COc1ccc(S(=O)(=O)N(C(=O)c2ccncc2)c2ccc3oc(C)c(C(C)=O)c3c2)cc1 | 61

Next section:
mol	RMI FANCM FP
Cc1nc(-c2ccc3c(c2)CCO3)sc1C(=O)NC1CCS(=O)(=O)C1 (configuration not stated)	54
Cc1cccc(C)c1NC(=O)CSc1nccn2nc(-c3ccc(F)cc3)cc12	72
CCOC(=O)c1c(-c2ccc(C)c(C)c2)csc1NC(=O)CSc1n[nH]c(N)n1	96
COc1ccc(C(=O)Nc2nnc(Cc3ccc(SC)cc3)o2)cc1	61
COc1cc(CSc2nc(CC(=O)NCC3CCCCC3)cs2)cc(OC)c1	60
CC(=O)C1CCC2C3CC=C4CC(O)CCC4(C)C3CCC12C (configuration not stated)	62
Cc1ccc(-c2noc(CS(=O)(=O)c3ccc(C(C)C)cc3)n2)cc1	95
Cc1ccc(-c2ccc(CCC(=O)Nc3ccc4oc(=O)ccc4c3)o2)cc1	66
O=C(COc1ccc(Cl)cc1Cl)NCCOc1cccc(C(F)(F)F)c1	61
Cc1nc2c(ccc3nc(NC(=O)/C=C/c4ccc([N+](=O)[O-])cc4)sc32)s1	65
Cc1ccccc1C(=O)NC(Nn1cnnc1)(C(F)(F)F)C(F)(F)F	54
O=C1CC(c2ccccc2)(c2ccccc2)c2ccccc21	52
Cc1nccc(-c2cccc(NS(=O)(=O)c3ccccc3C(F)(F)F)c2)n1	52
O=C(Nc1ccc(-c2ccc3nnc(-c4cccs4)n3n2)cc1)c1ccc(F)cc1F	74
O=C1Nc2ccccc2/C1=C/c1ccc2c(c1)CCO2	54

The closing 7 records of the section above come first, to join the parts:
mol	RMI FANCM FP
O=C(COc1ccc(Cl)cc1Cl)NCCOc1cccc(C(F)(F)F)c1	61
Cc1nc2c(ccc3nc(NC(=O)/C=C/c4ccc([N+](=O)[O-])cc4)sc32)s1	65
Cc1ccccc1C(=O)NC(Nn1cnnc1)(C(F)(F)F)C(F)(F)F	54
O=C1CC(c2ccccc2)(c2ccccc2)c2ccccc21	52
Cc1nccc(-c2cccc(NS(=O)(=O)c3ccccc3C(F)(F)F)c2)n1	52
O=C(Nc1ccc(-c2ccc3nnc(-c4cccs4)n3n2)cc1)c1ccc(F)cc1F	74
O=C1Nc2ccccc2/C1=C/c1ccc2c(c1)CCO2	54
NC(=O)CCOC1CCN(C(c2ccccc2)c2ccccc2)CC1	59
CC(=O)NC1C(OC(=O)/C=C/c2ccccc2)OC(COC(C)=O)C(OC(C)=O)C1OC(C)=O (configuration not stated)	61
C=CCn1c(CSc2nc3ccccc3s2)nnc1SCC(=O)Nc1ccccc1C(=O)O	56
C#CC1(NS(=O)(=O)c2ccc(C(=O)OCC)cc2)CCCCC1	52
N#Cc1c(F)cccc1NC(=O)c1ccc(Cl)cc1Cl	60
COc1ccc(-c2nn(-c3ccccc3)cc2C(=O)NCc2ccccc2)cc1	56
N#Cc1c(SCC(=O)c2ccc(Cl)cc2)nc2c(c1C1CC=CCC1)CCC2 (configuration not stated)	60
CCCC(CCC)C(=O)N1CCN(c2ccc(NCc3ccccc3)nn2)CC1	54
CSc1nc2ccc(NS(=O)(=O)c3ccc([N+](=O)[O-])cc3)cc2s1	53
Cc1ccc(N2CCCS2(=O)=O)cc1NC(=O)C(=O)NCc1ccccc1Cl	72
COc1cc(C(=O)Nc2nc(C(C)(C)C)cs2)cc(OC)c1OC	61
COC(=O)NCCc1nc2ccccc2n1C	52
O=C(Cc1cccs1)N(CCn1cccn1)c1nc2ccccc2s1	69
COC(=O)c1ccccc1NS(=O)(=O)c1ccc(C(C)(C)C)cc1	59
Cc1ccc(S(=O)(=O)c2cc3cc(Cl)ccc3oc2=O)cc1Cl	60
O=S(=O)(Nc1c(Cl)c(Cl)c(O)c2ccccc12)c1ccccc1	54
Cc1cc(C)c2sc(N(CCN(C)C)C(=O)c3ccc(S(=O)(=O)N(C)CC4CCCO4)cc3)nc2c1 (configuration not stated)	81
Cc1cc(=O)[nH]c(-n2nc(-c3cccs3)cc2NC(=O)C23CC4CC(CC(C4)C2)C3)n1	65
CCOC(=O)c1ccc(Nc2cc(C)nc(-n3cc([N+](=O)[O-])cn3)n2)cc1	59
CCOc1ccccc1NC(=O)CSc1nnc(-c2cccn(CC)c2=O)n1C	65
Cc1ccc2sc(NCc3ccccn3)nc2c1C	62
Cc1cccc(NC(=S)NNC(=O)COc2ccc(Cl)cc2Cl)c1C	56
Cc1nc2c(sc3cccc(F)c32)c(=O)n1CC(=O)Nc1ccc(F)c(Cl)c1	144
OC1(C(F)(F)F)CC(c2ccc3c(c2)Nc2ccccc2S3)=NN1 (configuration not stated)	60
CC(=O)NC(Cc1c[nH]c2ccccc12)C(=O)O (configuration not stated)	60
COc1cccc(-c2nnc3ccc(OCCNC(=O)Cc4ccc(F)cc4)nn23)c1	93
CN(C)S(=O)(=O)c1ccc(-c2nnc(NC(=O)Cc3ccc(F)cc3)o2)cc1	64
Cc1cccc(S(=O)(=O)N=C2C=C(C(C)(C)C)C(=O)C(C(C)(C)C)=C2)c1	58
Cc1ccc(NC(=O)CSc2nc3c(sc(=S)n3-c3ccccc3)c(=O)[nH]2)cc1C	65
